ERAP1 HTS inh: ERAP1 (human) enzyme inhibition. recombinant ERAP1, Leu-AMC fluorescence, 60 min. inhibition, % at 10.7 µM. 340,000 compounds, 0.15% hits;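 active = mean replicate inhibition of at least 30%, or all replicates individually reaching that 30% level; inactive = mean below 30% and not every replicate reaching it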;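 note: 0% = neutral control wells and 100% = L-leucinethiol positive control wells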
ERp5 inh: inhibitors of human ERp5; 350,000 compounds, 0.05% hits; inhibition, % at 9.99 µM; ERp5 insulin aggregation, absorbance 650 nm, 90 min;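 active = mean replicate inhibition above about 25%, with every replicate also reaching it, limit read from the data, passing the limit was not always enough; inconclusive = only one of those two criteria met; inactive = neither criterion met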
miR-122 sensor: miR-122 inhibition in Huh7 cells; AID 602342; Huh7 miR-122 Renilla luciferase sensor, 48 h; neutral wells = 0, positive control = 100; 340,000 compounds, 0.3% hits; activation (reporter increase), % at 12.5 µM;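 active = mean replicate activation score at least 90 and every replicate individually at or above 90; inconclusive = only one of the two criteria met; inactive = neither criterion met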;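 note: higher luciferase means less miR-122 activity so hits act as miR-122 inhibitors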
DENV2 CPE: inhibitors of DENV2 cytopathic effect; DENV2-infected cells, cytopathic effect rescue, plate reader; 350,000 compounds, 1.7% hits; CPE inhibition, % at 9.99 µM; in the data active = CPE inhibition above about 20%, passing the limit was not always enough; inconclusive = no clear call, values can overlap the other calls; tested in BHK-21 cells;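 note: 0% = median of neutral control wells and 100% = median of positive control wells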
SIRT5 inh: blocks human SIRT5 desuccinylation of peptide; Purified SirT5, succinyl-peptide AMC, trypsin-coupled fluorescence; Q9NXA8; inhibition, % at 15 µM; 330,000 compounds, 1.1% hits; in the data active = inhibition above about 15%; inconclusive = no clear call, values can overlap the other calls
Target sequence (Q9NXA8 whole entry, looked up): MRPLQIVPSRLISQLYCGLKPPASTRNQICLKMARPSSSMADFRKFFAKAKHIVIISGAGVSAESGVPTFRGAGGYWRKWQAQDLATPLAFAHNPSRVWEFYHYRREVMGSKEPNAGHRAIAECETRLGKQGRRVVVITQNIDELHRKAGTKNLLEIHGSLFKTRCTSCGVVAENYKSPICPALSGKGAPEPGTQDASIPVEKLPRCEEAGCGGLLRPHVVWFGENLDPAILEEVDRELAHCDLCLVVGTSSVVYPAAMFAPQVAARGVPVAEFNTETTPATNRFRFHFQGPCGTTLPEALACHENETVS
F508del corr: CFTR F508del correction in bronchial cells. CFBE cells, YFP halide quenching; stimulated with forskolin plus potentiator P3; % fluorescence drop versus neutral controls. 350,000 compounds, 0.36% hits. activity (quench increase), % at 7.58 µM;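 active = mean added fluorescence quench of at least 8% versus neutral control, with both replicates also reaching 8%; inconclusive = only one of the mean or replicate conditions met; inactive = mean below 8% and not both replicates reaching 8%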;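 note: cells transiently co-express mutant CFTR-F508del with the halide-sensitive YFP; corrector assay measuring rescue of mutant channel to the surface after 24 h compound exposure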
CASP6 VEID inh: caspase-6 (human) enzyme inhibition; P55212; purified caspase-6, Z-VEID-R110 cleavage fluorescence; inhibition, % at 12.5 µM; 350,000 compounds, 0.53% hits; AID 686996;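 active = mean inhibition across replicates at least about 35%, with every replicate also reaching that limit, limit read from the data; inconclusive = only one of the two criteria met; inactive = neither criterion met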;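 note: 0% = median of neutral control wells and 100% = no fluorescence left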
Target sequence (P55212 24-179 limits assumed): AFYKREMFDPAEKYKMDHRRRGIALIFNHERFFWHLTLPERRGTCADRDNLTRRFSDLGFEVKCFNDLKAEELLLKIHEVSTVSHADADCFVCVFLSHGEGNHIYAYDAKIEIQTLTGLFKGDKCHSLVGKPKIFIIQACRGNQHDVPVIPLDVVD
Target sequence (P55212 194-293 limits assumed): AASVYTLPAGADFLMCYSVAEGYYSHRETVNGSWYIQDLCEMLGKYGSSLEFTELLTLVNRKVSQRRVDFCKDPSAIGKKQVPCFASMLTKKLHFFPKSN
The depositor's hits bear a star; ? = inconclusive; · = not tested or not shown; & = joins results of further samples; [ ] = another dose, or the depositor's remark.

SMILES	ERAP1 HTS inh	ERp5 inh	miR-122 sensor	DENV2 CPE	SIRT5 inh	F508del corr	CASP6 VEID inh
Cc1cccc(C)c1-n1nnnc1C(C)(C)N1CCN(N=O)CC1	0.6	0.2	·	11.3	-5.3	-0.1	1.0
CC(C)CC#Cc1ccc2c(c1)O[C@H](CN(C)CC1CC1)[C@H](C)CN([C@H](C)CO)S2(=O)=O	-0.2	-8.7	51.9[16.7 µM]	3.4	6.4	-0.5	3.8
CN1CCN(C2Cc3cc(F)ccc3Sc3ccc(Cl)cc32)CC1 (stereo not drawn)	·	1.7	-5.9	-10.3	0.1	-2.1	0.7
CSC1=NC(C(Cl)(Cl)Cl)N=C(c2ccccc2)N1 (stereo not drawn)	2.0	1.9	·	1.5	1.1	2.1	1.3
C/C(=N\Nc1ccc([N+](=O)[O-])cc1)c1ccc(-n2nncc2C)cc1	-2.5	1.0	5.1	-2.0	-3.9	·	0.9
CCCCn1nnnc1C(c1cc2ccccc2o1)N(C)CCc1ccccc1 (stereo not drawn)	1.4	4.4	·	-5.7	-3.0	-0.5	3.1
COc1ccc2c3c([nH]c2c1)[C@H](CO)N(C(=O)c1cccnc1)CC31CCN(Cc2ccccc2)CC1	3.2	-0.6	·	-5.4	3.3	0.5	3.1
C[C@H](CO)N1C[C@H](C)[C@@H](CN(C)C(=O)c2cc(Cl)cc(Cl)c2)OCc2ccccc2-c2c(n(C)c3ccccc23)C1=O	2.7	3.8	·	2.4	1.1	-6.2	0.4
CCNC(=O)CSc1nc2ccccc2c(=O)n1OC	0.8	1.7	·	·	-6.1	·	1.5
CCC1CCCCN1Cc1c(O)ccc2c(=O)c(-c3ccccc3)coc12 (stereo not drawn)	-5.0	-1.2	-0.8	-6.0	-8.3	-9.5	1.3
CO[C@@H]1CN(C)C(=O)c2ccc(NC(=O)C3CCCC3)cc2OC[C@H](C)N(CC2CC2)C[C@@H]1C	0.8	-2.8	·	-1.8	2.0	0.0	-4.6
CC[C@H](C)NC(=O)CCCCCn1c(=S)[nH]c2c([nH]c3ccc(OC)cc32)c1=O	2.8	6.2	·	-1.7	-6.1	0.3	0.0
CC(=O)c1cccc(NC(=O)/C(=C/c2ccncc2)NC(=O)c2ccccc2)c1	-1.1	-2.2	-3.8	3.9	-0.3	0.1	1.8
Cc1ccc(N(C)S(=O)(=O)c2csc(C(N)=O)c2)cc1C	0.6	-2.1	3.8	7.2	-4.9	-0.8	-0.2
CSc1cccc(CNC(=O)C2CCC(=O)N(CC3CCCCC3)C2)c1 (stereo not drawn)	5.3	-1.2	-3.4	2.2	-3.6	3.4	0.0
CCCC#Cc1ccc([C@@H]2[C@H](C#N)N(C(=O)C3CCC3)[C@H]2CO)cc1	-0.5	2.7	·	-7.9	4.1	2.2	3.4
NC(=O)c1ccccc1OCC(=O)Nc1ccc2c(c1)OCCO2	-0.3	-2.4	-0.4	5.8	-0.1	-0.2	-1.4
C[C@H](CO)N1C[C@H](C)[C@@H](CN(C)CC2CCOCC2)Oc2ncc(C3=CCCCC3)cc2C1=O	·	·	0.1[16.7 µM]	?	·	-0.3	·
C/C(=N\NC(=O)Cc1c(C)[nH][nH]c1=O)c1ccc(Cl)c(Cl)c1	1.4	0.9	6.2	1.6	0.0	5.9	0.5
CNC[C@@H]1Oc2c(NC(=O)NC(C)C)cccc2C(=O)N([C@@H](C)CO)C[C@H]1C	-1.3	-1.7	·	3.3	0.7	-0.2	-0.5
C[C@@H]1CN([C@@H](C)CO)C(=O)c2cc(NC(=O)Nc3ccc(F)cc3)ccc2O[C@@H](C)CCCCO[C@H]1CN(C)Cc1ccc(C(F)(F)F)cc1	2.3	7.3	-3.0[16.7 µM]	-1.2	2.4	-0.3	-0.7
CCn1nc(C)c(CN2CCCC(CO)(Cc3cccc(Cl)c3)C2)c1C (stereo not drawn)	28.4	4.0	·	4.4	-4.2	1.0	0.7
CC(C)NC(=O)N(C)C[C@@H]1Oc2c(NC(=O)Nc3ccccc3)cccc2C(=O)N([C@H](C)CO)C[C@H]1C	2.6&-9.5	2.3&-6.9	-8.7[16.7 µM]	?	-3.9&-2.3	2.0&-0.6	-2.7
COc1ccc2c(c1OC)C(=O)N1C2SC[C@H]1C(=O)NCCC(C)C (stereo partly drawn)	1.6	3.3	-0.5	-1.9	-3.9	-1.8	-0.2
CO[C@@H]1CN(C)C(=O)c2ccc(NC(=O)Nc3c(C)noc3C)cc2OC[C@H](C)N(CC2CC2)C[C@@H]1C	-0.1	4.4	·	-2.9	-1.7	1.0	0.9
C[C@@H]1CN([C@H](C)CO)C(=O)c2cccc(NS(=O)(=O)c3ccccc3)c2O[C@H]1CN(C)C(=O)Nc1ccccc1	-4.8	-0.5	27.0[16.7 µM]	-6.9	0.4	1.7	-0.1
Cc1cc(C)nc(Nc2ccc(F)cc2)n1	-0.5	-1.7	-3.8	1.1	1.5	1.3	-0.1
O=c1c([N+](=O)[O-])cccn1Cc1ccc(F)cc1Cl	1.2	1.9	-5.9	4.6	1.1	-3.3	1.7
CCc1nc2c(OCc3ccc(Cl)cc3)cccn2c1N(C=O)Cc1ccccc1	-1.0	3.4	-0.7	1.1	-1.3	1.7	3.9
Cc1ccc(S(=O)(=O)N2CCOCC2)cc1C(=O)OCC(=O)c1c(N)n(C)c(=O)n(C)c1=O	6.1	2.6	·	8.3	-0.1	0.4	5.6
N#CC(C#N)=C1NC(N)=C(C#N)C(c2ccccc2)=C1C#N	13.4	6.8	·	12.1	4.5	-0.3	34.8
COCCNC(=S)NCCc1ccc(Cl)cc1Cl	-0.2	-9.6	·	16.7	-9.1	1.1	3.6
O=C(CCc1nnc(CCCCc2ccccc2)o1)N(CCO)Cc1ccccc1	14.4	-3.8	-5.6	6.8	-0.8	1.5	-2.5
C[C@H]1CN([C@@H](C)CO)C(=O)c2cc(/C=C/c3ccccc3)cnc2O[C@H]1CN(C)C(=O)c1cccc(F)c1	1.9&-1.6	-7.9&-4.4	-3.7	-12.1&-5.9	-20.8&-21.4	0.7&0.1	-1.6&0.2
CCOC(=O)c1sc(NC(=O)OC)c(C(=O)OC)c1C	0.0	1.4	-5.1	-0.8	6.0	-1.3	·
CCOC1CCCC(n2cnc3c(=S)nc[nH]c32)O1 (stereo not drawn)	4.1	3.0	-7.2	-1.3	0.9	0.7	-0.9
Cn1c(CN2CCOCC2)nc2cc(NC(=O)COc3ccc([N+](=O)[O-])cc3)ccc21	-1.3	6.4	-7.8	-0.3	-4.2	-0.7	1.2
CN(c1ccccc1)S(=O)(=O)c1ccccc1Br	0.4	2.5	0.2	8.3	-5.1	3.6	-1.3
C[C@H](CO)N1C[C@H](C)[C@H](CN(C)S(C)(=O)=O)Oc2ncc(C#Cc3ccccc3)cc2C1=O	0.2	-6.3	26.6[16.7 µM]	11.1	-3.3	·	2.3
COc1ccc(/C=C/C(=O)c2ccccc2)cc1COc1ccc(F)cc1	-0.4	5.6	5.4	-3.8	-0.2	2.5	3.7

An excerpt from further up, for reference:
SMILES	ERAP1 HTS inh	ERp5 inh	miR-122 sensor	DENV2 CPE	SIRT5 inh	F508del corr	CASP6 VEID inh
C[C@@H]1CN([C@@H](C)CO)C(=O)c2cc(NC(=O)Nc3ccc(F)cc3)ccc2O[C@@H](C)CCCCO[C@H]1CN(C)Cc1ccc(C(F)(F)F)cc1	2.3	7.3	-3.0[16.7 µM]	-1.2	2.4	-0.3	-0.7
CCn1nc(C)c(CN2CCCC(CO)(Cc3cccc(Cl)c3)C2)c1C (stereo not drawn)	28.4	4.0	·	4.4	-4.2	1.0	0.7

Next part:
SMILES	ERAP1 HTS inh	ERp5 inh	miR-122 sensor	DENV2 CPE	SIRT5 inh	F508del corr	CASP6 VEID inh
Cc1cc(C(=O)N2CCCC(C)(C(=O)NS(=O)(=O)C3CC3)C2)nn1C(C)(C)C (stereo not drawn)	-0.6	3.0	·	-2.1	-3.4	-1.4	-1.7
C[C@@H]1CN([C@H](C)CO)C(=O)Cc2cc(NC(=O)Nc3ccc4c(c3)OCO4)ccc2O[C@H]1CN(C)Cc1ccc(-c2ccccc2)cc1	4.3	-1.0	-11.4[16.7 µM]	11.6	-1.1	1.8	-0.2
COc1c([N+](=O)[O-])c(=O)n(-c2ccccc2)c2ccccc12	-0.6	3.2	·	5.6	5.0	·	-0.3
Cc1[nH]n2cnnc2c(=O)c1Br	-3.0	6.9	·	·	·	-0.1	-2.2
CN(C)C(=O)c1cccc(-c2cnc3c(NC=O)cc(-c4ccccc4N(C)C)cn23)c1	6.6	-3.6	-6.0	0.6	2.0	0.2	2.5
O=C(CCCc1ccccc1)Nc1ccc2c(c1)OCCO2	2.9	-1.3	·	?	-0.2	1.1	0.3
COC(=O)c1ccc2c(=O)n(CCN3CCOCC3)c(SCC(=O)Nc3ccc(OC)cc3OC)nc2c1	2.0	1.0	0.7	3.6	-3.5	-1.9	-1.2
CC(C)c1cn(CC[C@@H]2CC[C@@H](NC(=O)C3CC3)[C@@H](CO)O2)nn1	1.7	6.6	·	-3.7	1.0	0.7	23.7
COc1ccc(/C=C/C(=O)C2CC2)cc1COc1c(C)cccc1C	-2.5	-3.4	13.8	-3.2	-6.1	-4.6	1.7
CCCC(=O)Nc1ccc2c(c1)C(=O)N(C)[C@H]1CC[C@@H](CC(=O)O)O[C@@H]1CO2	0.7	-1.1	25.4[16.7 µM]	-3.7	2.7	4.5	-1.5

Structures above containing a Cl atom (eight):
SMILES	ERAP1 HTS inh	ERp5 inh	miR-122 sensor	DENV2 CPE	SIRT5 inh	F508del corr	CASP6 VEID inh
CN1CCN(C2Cc3cc(F)ccc3Sc3ccc(Cl)cc32)CC1 (stereo not drawn)	·	1.7	-5.9	-10.3	0.1	-2.1	0.7
CSC1=NC(C(Cl)(Cl)Cl)N=C(c2ccccc2)N1 (stereo not drawn)	2.0	1.9	·	1.5	1.1	2.1	1.3
C[C@H](CO)N1C[C@H](C)[C@@H](CN(C)C(=O)c2cc(Cl)cc(Cl)c2)OCc2ccccc2-c2c(n(C)c3ccccc23)C1=O	2.7	3.8	·	2.4	1.1	-6.2	0.4
C/C(=N\NC(=O)Cc1c(C)[nH][nH]c1=O)c1ccc(Cl)c(Cl)c1	1.4	0.9	6.2	1.6	0.0	5.9	0.5
CCn1nc(C)c(CN2CCCC(CO)(Cc3cccc(Cl)c3)C2)c1C (stereo not drawn)	28.4	4.0	·	4.4	-4.2	1.0	0.7
O=c1c([N+](=O)[O-])cccn1Cc1ccc(F)cc1Cl	1.2	1.9	-5.9	4.6	1.1	-3.3	1.7
CCc1nc2c(OCc3ccc(Cl)cc3)cccn2c1N(C=O)Cc1ccccc1	-1.0	3.4	-0.7	1.1	-1.3	1.7	3.9
COCCNC(=S)NCCc1ccc(Cl)cc1Cl	-0.2	-9.6	·	16.7	-9.1	1.1	3.6

Assay outcomes as filed in PubChem.
